From PubChem
TbREL1 inh: TbREL1 RNA ligase inhibitors, primary screen, biochemical, FRET fluorescence; RNA-editing ligase 1, mitochondrial (Trypanosoma brucei brucei), P86926; TbREL1 RNA ligation; inhibition, % at 9.66 µM; 89,000 tested, 0.49% active; AID 1117264, 2014;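 active means inhibition above the mean inhibition across all screened compounds plus 3 SD, cut at about 11% in these data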;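 further: 0% = plate median of test wells and 100% = NSC42067 control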
Target sequence (P86926 whole entry, looked up): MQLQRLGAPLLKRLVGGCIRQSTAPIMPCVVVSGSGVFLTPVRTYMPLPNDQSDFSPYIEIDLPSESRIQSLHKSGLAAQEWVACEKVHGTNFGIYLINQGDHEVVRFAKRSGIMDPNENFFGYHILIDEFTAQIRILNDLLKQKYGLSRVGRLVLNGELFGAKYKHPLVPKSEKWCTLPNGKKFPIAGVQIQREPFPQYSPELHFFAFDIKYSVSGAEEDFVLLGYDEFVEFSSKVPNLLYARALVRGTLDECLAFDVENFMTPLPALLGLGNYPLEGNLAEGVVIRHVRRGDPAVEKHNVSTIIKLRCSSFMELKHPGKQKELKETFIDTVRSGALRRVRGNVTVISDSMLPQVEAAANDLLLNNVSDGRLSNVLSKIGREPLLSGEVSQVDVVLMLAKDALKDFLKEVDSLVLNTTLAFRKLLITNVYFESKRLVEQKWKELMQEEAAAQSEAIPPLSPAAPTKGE
The depositor's hits bear a star. These rows are one share of the data. The share of hits here may be higher or lower than overall.

TbREL1 inh	molecule
1	CC(C)CSc1nnc(-c2ccco2)n1C
1	CCCOc1ccc(CCC(=O)O)cc1
-2	COc1ccc(Cc2nnc(NC(=O)c3cc(OC)c(OC)c(OC)c3)s2)cc1OC
4	O=C(CCCN1C(=O)/C(=C/c2cccs2)SC1=S)Nc1ccc(C(=O)O)cc1
1	CCOc1ccc(NC(=O)COC(=O)c2ccc(S(=O)(=O)N3CCOCC3)cc2)cc1
-1	Cc1cccc(-n2c(N)cc(=O)nc2SCC(=O)Nc2ccccc2)c1
5	COc1ccc(-n2c(COc3ccc(Cl)cc3)nnc2SCc2ccc(C#N)cc2)cc1
2	CCCCCCN1CCN(C2CN(Cc3cn(Cc4cccc(Cl)c4)nn3)S(=O)(=O)C2)CC1 (stereo unspecified)
-1	O=C(c1cccc(S(=O)(=O)N2CCOCC2)c1)N(Cc1ccco1)Cc1cccs1
-3	O=C(O)c1cc2c(s1)-c1ccccc1CC2
-4	O=c1c2cc(Br)ccc2[nH]c(=S)n1Cc1ccccn1
-2	O=C(NCc1ccccc1)c1c[nH]c2ccccc2c1=O
-1	Cc1cccc(N(C(=O)c2snc(C(N)=O)c2N)C(C)C(=O)NCC2CCCO2)c1 (stereo unspecified)
8	O=C(Cn1c(-c2cscn2)nc2ccccc21)Nc1ccccc1F
0	O=C(COC(=O)C1=COCCO1)NC(=O)c1ccc(OC(F)F)cc1
0	O=C1OCCC1Sc1ncnc2sccc12 (stereo unspecified)
-2	CN(CC(=O)N1CCCCC1)S(=O)(=O)c1cccc2cccnc12
-4	CC1=C(C(=O)Nc2ccccc2)C(c2ccc(N(C)C)cc2)NC(=O)N1 (stereo unspecified)
9	Cc1ccc(S(=O)(=O)N2CCCC(C(=O)NCCN3CCC(Cc4ccccc4)CC3)C2)cc1 (stereo unspecified)
-4	O=C(CCc1c[nH]c2ccccc12)Nc1ccc(S(=O)(=O)Nc2ncccn2)cc1
0	Clc1ccc(-n2ncc3c(NCc4ccccn4)ncnc32)cc1
5	C[C@@H]1COC(=O)[C@H](Cc2ccc(F)cc2)CC/C=C/C[C@@H](CC(=O)N[C@H](CO)Cc2ccccc2)C(=O)N1
-2	COc1ccc(OC)c(S(=O)(=O)NCCS(=O)(=O)N2CCN(c3ccccc3)CC2)c1
-1	CCOC(=O)C1(Cc2ccccc2C(F)(F)F)CCN(C2CCSC2)CC1 (stereo unspecified)
0	CCCCOc1ccc(C(CC(=O)NC)C(=O)O)cc1 (stereo unspecified)
-5	CCN(CC)S(=O)(=O)c1ccc2oc(SCC3CN=C(c4ccc(OC)cc4)S3)nc2c1 (stereo unspecified)
2	CN(C)c1ccc(/C=[N+](\[O-])C2SC(=S)N(C)C2(C)C)cc1 (stereo unspecified)
0	CN(C)c1ccc(/C=N/n2cnn(Cc3ccccc3Cl)c2=S)cc1
6	CCc1nnc(NC(=O)C(NS(=O)(=O)c2ccccc2)C(C)C)s1 (stereo unspecified)
-2	O=c1[nH][nH]c2c1C(c1cccc(C(F)(F)F)c1)OC(CCc1ccccc1)C2 (stereo unspecified)
1	CC(=O)N1CCC(C(=O)NCCOc2ccc(C)cc2)CC1
2	O=C(CS(=O)(=O)c1ccccc1)Nc1ccc(Br)cn1
2	CC(=O)N(c1ccccc1)c1ccc([N+](=O)[O-])cc1[N+](=O)[O-]
-1	Cc1ccccc1NC(=O)CSc1nnc(C)c2ccccc12
1	CC(C)N(C(=O)CSc1nc2ccccc2n1Cc1ccccc1F)C(C)C
-3	C=CCC[C@H](Cc1ccc(F)cc1)C(=O)OC[C@@H](Cc1c[nH]c2ccccc12)NC(=O)[C@H](CC=C)CC(=O)N(CCO)Cc1ccccc1
0	NS(=O)(=O)c1ccc(CCNC(=O)CC(NC(=O)c2ccccc2Cl)c2ccccc2)cc1 (stereo unspecified)
0	O=C(O)c1ccc(N2C(=O)CC(N3CCC(c4nc5ccccc5[nH]4)CC3)C2=O)cc1 (stereo unspecified)
-1	Cc1ccccc1NC(=O)COC(=O)c1ccc2c(c1)OCCO2
-2	O=C(CN1CCC(NC(=O)c2ccccc2)CC1)NCc1ccccc1F
0	O=C(CSc1nnc(COc2ccccc2)o1)N1CCCCC1
-1	COc1ccc(NC(=O)CSc2nc3ccc(OC)cc3[nH]2)cc1
-1	Cc1[nH]nc2c1C1(CCOC1C)C(C#N)=C(N)O2 (stereo unspecified)
4	CC(C(=O)NC1CCCCC1)N(Cc1ccccc1)C(=O)c1snc(C(N)=O)c1N (stereo unspecified)
-1	O=C(O)CCC(=O)N1CCN(c2ccccn2)CC1
18*	CC(C)c1nnc(NC(=O)CCC(=O)NCc2ccc3c(c2)OCO3)s1
-1	COc1ccc(CCN2C(=O)C3CC(C)=C(C)CC3C2=O)cc1OC (stereo unspecified)
0	CCC(=O)Nc1cnc(NC(=O)c2cccc(F)c2)cc1C
-6	O=C(CCc1c[nH]c2ccccc12)NCCc1ccccc1
4	O=C(Nc1ccc(C(=O)O)cc1)/C(=C\c1cccc([N+](=O)[O-])c1)NC(=O)c1ccc(Br)o1
-3	CC(C(=O)Nc1nnc(C2CC2)s1)N1C(=O)C2CC=CCC2C1=O (stereo unspecified)
0	Cc1cccc(NC(=O)c2cccc3c2C(=O)c2ccccc2-3)c1
-3	C=CCN(C(=O)[C@@H](CCCC)[C@@H](O)c1ccc(C(C)=O)cc1)c1ccccc1
6	C(=C\c1nc(N2CCCCCC2)c2ccccc2n1)/c1ccccc1
4	Cc1nnc2n(c1=O)N=C(c1ccc(Cl)cc1)CS2
6	COc1ccc(-c2noc(CCC(=O)N3CCN(c4cccc(F)c4)CC3)n2)cc1
1	Brc1ccc(-c2c[n+]3c(n2-c2ccccc2)SCC3)cc1
8	O=C(Nc1ccc(F)cc1)Nc1ccc2c(c1)CCC2
5	COc1ccc(C(=O)COC(=O)c2ccco2)cc1
5	CCOC(=O)C1CCCN(CC(O)COc2ccc(OC)cc2C(C)(C)C)C1 (stereo unspecified)

Additional compounds follow.
TbREL1 inh	molecule
-3	O=C1c2ccccc2C(=O)N1CCC(c1ccccc1)c1ccco1 (stereo unspecified)
-2	COCCN(C(=O)COC(=O)c1cc2c(s1)CCCC2)c1c(N)n(Cc2ccccc2)c(=O)[nH]c1=O
1	NC(=O)C1CCN(C(=O)c2ccc(CS(=O)(=O)c3c(Cl)cccc3Cl)o2)CC1
-2	COC(=O)[C@]12C[C@H](CC(=O)NCCC(C)C)C(=O)N(Cc3ccccc3)C1=C[C@H](COCc1ccccc1)O[C@@H]2C
-6	C=CCN1C(=O)[C@H](CC(=O)NCCC(C)C)[C@@]2(C(=O)OCC)CCCC=C12
1	CC1CCN(C(=O)c2ccc(NC(=O)CC3SC(N4CCCC4)=NC3=O)cc2)CC1 (stereo unspecified)
0	Cc1ccccc1CSCCC(=O)NCCc1ccccc1
2	COc1cc(NC(=O)c2[nH]c(C)c(C(C)=O)c2C)c(OC)cc1Cl
1	CCCNC(=O)Cc1ccsc1
-1	Cn1c(=O)c2c(nc(CN3CCN(c4ccccc4)CC3)n2CCCc2ccccc2)n(C)c1=O
61*	CCOc1cc(C(=O)Nc2ccc(S(=O)(=O)Nc3cc(C)on3)cc2)cc(OCC)c1OCC
1	CC(=O)c1ccc(C(=O)Nc2ccc3c(c2)C(=O)NC3=O)cc1
7	O=C(Nc1ccc(F)cc1)C(c1ccccc1OC(F)(F)F)N1CCN(c2cccc(C(F)(F)F)n2)CC1 (stereo unspecified)
-2	O=[N+]([O-])c1ccc(/C=N/NC(=S)Nc2ccccc2F)o1
2	CCOc1cc(-c2sc(Nc3ccc(CC)cc3)n[n+]2-c2ccccc2)ccc1OC
4	CCOC(=O)c1c(NC(=O)C(Sc2ccccc2)c2ccccc2)sc(C(N)=O)c1C (stereo unspecified)
0	OCCN(CCO)c1ncnc2c1oc1ccc(Br)cc12
3	CCC(C)C(=O)Nc1nnc(SCC(=O)N2C(C)CCCC2C)s1 (stereo unspecified)
-2	CCOC(=O)c1cc(C(C)=O)n2ccccc12
0	COc1ccc(-n2c(SCC(=O)Nc3ccccc3)nnc2-c2ccoc2C)cc1
1	CCOC(=O)c1ccc(NC(=O)c2cc(S(=O)(=O)N3CCOCC3)ccc2O)cc1
-2	Cc1ccc(S(=O)(=O)N2CC(C)N(C(=O)N3CCOCC3)C2C)cc1 (stereo unspecified)
3	Cc1ccnc2nc(C(=O)OCC(=O)N(Cc3ccccc3)C(C)C)nn12
2	CCCN1Cc2cccc(C(=O)Nc3ccc(S(=O)(=O)N4CCCCCC4)cc3)c2C1=O
-1	CC(=O)N1N=C(c2cccc([N+](=O)[O-])c2)OC1c1ccc(Cl)cc1Cl (stereo unspecified)
-1	O=C(NNC(=O)c1cc(-c2ccccc2)nc2ccccc12)c1csc(N2CCOCC2)n1
-2	COc1ccc(CCN2C(=O)CC(NNC(=O)c3ccc(F)cc3)C2=O)cc1OC (stereo unspecified)
-6	CN(C)c1ccc(/C=N/NC(=O)CCCCCNC(=O)c2ccccc2)cc1
-1	O=C1c2ccc(Cl)cc2S(=O)(=O)c2cccc(C(=O)N3CCN(c4ncc(Br)cn4)CC3)c21
3	COCCN(C)Cc1cn(-c2ccc(F)cc2F)nc1-c1ccccc1C

Two entries picked at random from those above:
TbREL1 inh	molecule
-2	Cc1ccc(S(=O)(=O)N2CC(C)N(C(=O)N3CCOCC3)C2C)cc1 (stereo unspecified)
-6	CN(C)c1ccc(/C=N/NC(=O)CCCCCNC(=O)c2ccccc2)cc1

Carrying on:
TbREL1 inh	molecule
4	C/C(=N/NC(=O)c1ccc(Br)o1)C(C)C
4	COC1CCN(C(=O)C2CCC(=O)N(CCc3cccc(F)c3)C2)CC1 (stereo unspecified)
3	Cc1ccccc1N(CC(=O)NC1CCCCC1)C(=O)CCC(=O)Nc1nccs1
-2	O=C(NCc1ccco1)C(c1ccccc1F)N(CC1CCCO1)C(=O)Cn1nnc2ccccc21 (stereo unspecified)
3	CC1=CC2=NC(=O)CC(C)(C(=O)N(CC(=O)NC3CCCC3)c3ccccc3F)N2C=C1 (stereo unspecified)
-1	CC1(C)CNC(=O)c2sc(NC(=O)c3ccccc3Cl)nc2C1
-2	O=C(CN(Cc1ccco1)C(=O)c1cc(=O)[nH]c2ccccc12)Nc1ccccc1C(F)(F)F
0	CC(NC(=O)C(C)N1CCN(S(=O)(=O)c2ccccc2)CC1)c1ccccc1 (stereo unspecified)
-4	CC1Cc2ccccc2N1CC(=O)NC(=O)NCc1ccco1 (stereo unspecified)
-1	COCC(=O)N1CCC(Oc2ccc(C(=O)N(C)Cc3nccs3)cc2)CC1
-1	O=C(c1ccc(F)cc1)C1CCN(C(=S)Nc2ccccc2Cl)CC1
1	CC(C)CC1NC(=O)N(CC(=O)N(C)C2CCCCC2)C1=O (stereo unspecified)
-2	CC1CCCCC12NC(=O)N(CC(=O)N1CCN(S(=O)(=O)c3ccc(Cl)s3)CC1)C2=O (stereo unspecified)
-1	O=S(=O)(c1ccc(C2=CSC3=NCCN23)cc1)N1CCOCC1
-1	COc1ccccc1C(=O)NCCC(=O)NCc1cccs1
1	COCCn1c(SCC(=O)N2CC(C)OC(C)C2)nc2c([nH]c3ccccc32)c1=O (stereo unspecified)
-1	COc1ccccc1-n1c(=O)[nH]c2c(C(N)=O)nc(CC(C)C)nc21
4	COc1ccc(OC)c(CN2C(=O)CN(S(C)(=O)=O)CC2(C)c2nnnn2C2CCCC2)c1 (stereo unspecified)
0	O=C(COC(=O)COc1ccccc1F)NCCc1ccc(F)cc1
1	CCN1C(Nc2ccccc2)=NC[C@@H]1Cc1ccccc1
1	Cc1cccc(NC(=O)c2ccc(OC3CSC3)cc2)c1
1	Cc1ccc(C(=O)Nc2cccc(Oc3ccccc3)c2)o1
-2	O=C(COc1ccc2ccccc2c1)Nc1ccc(S(=O)(=O)N2CCCCCC2)cc1
0	Cc1cccc(NC(=O)CS(=O)(=O)c2cn(C)c3ccccc23)c1C
-3	CCCCN(C)c1c(C)nc2ccc(C(=O)NCCCn3ccnc3)cn12
3	COc1ccc(-c2csc3ncnc(N4CCN(S(=O)(=O)c5ccccc5C#N)CC4)c23)cc1
5	O=C(Oc1c(CN2CCOCC2)cc(Cl)c2cccnc12)c1cccs1
-1	CCCCOc1ccc(CSc2nc(C)[nH]c2[N+](=O)[O-])cc1[N+](=O)[O-]

Of the compounds above, these have a Cl atom:
TbREL1 inh	molecule
5	COc1ccc(-n2c(COc3ccc(Cl)cc3)nnc2SCc2ccc(C#N)cc2)cc1
2	CCCCCCN1CCN(C2CN(Cc3cn(Cc4cccc(Cl)c4)nn3)S(=O)(=O)C2)CC1 (stereo unspecified)
0	Clc1ccc(-n2ncc3c(NCc4ccccn4)ncnc32)cc1
0	CN(C)c1ccc(/C=N/n2cnn(Cc3ccccc3Cl)c2=S)cc1
0	NS(=O)(=O)c1ccc(CCNC(=O)CC(NC(=O)c2ccccc2Cl)c2ccccc2)cc1 (stereo unspecified)
4	Cc1nnc2n(c1=O)N=C(c1ccc(Cl)cc1)CS2
1	NC(=O)C1CCN(C(=O)c2ccc(CS(=O)(=O)c3c(Cl)cccc3Cl)o2)CC1
2	COc1cc(NC(=O)c2[nH]c(C)c(C(C)=O)c2C)c(OC)cc1Cl
-1	CC(=O)N1N=C(c2cccc([N+](=O)[O-])c2)OC1c1ccc(Cl)cc1Cl (stereo unspecified)
-1	O=C1c2ccc(Cl)cc2S(=O)(=O)c2cccc(C(=O)N3CCN(c4ncc(Br)cn4)CC3)c21
-1	CC1(C)CNC(=O)c2sc(NC(=O)c3ccccc3Cl)nc2C1
-1	O=C(c1ccc(F)cc1)C1CCN(C(=S)Nc2ccccc2Cl)CC1
-2	CC1CCCCC12NC(=O)N(CC(=O)N1CCN(S(=O)(=O)c3ccc(Cl)s3)CC1)C2=O (stereo unspecified)
5	O=C(Oc1c(CN2CCOCC2)cc(Cl)c2cccnc12)c1cccs1
